CASP6 VEID inh – human caspase-6 inhibitors, primary screen, biochemical, VEID-R110 fluorescence, single point, set 2; inhibition, % at 12.5 µM; purified caspase-6, Z-VEID-R110 cleavage fluorescence; AID 686996, 2013; 350,000 compounds, 0.53% hits;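 active = mean inhibition across replicates at least about 35%, with every replicate also reaching that limit, limit read from the data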;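 also: 0% = median of neutral control wells and 100% = no fluorescence left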
E-sel inducer – E-selectin induction in HUVECs, primary screen, imaging, HUVEC, immunofluorescence imaging, single point; AID 686992, 2013; P16581; activation, % at 7.58 µM; normalized: neutral wells 0, TNF-alpha wells 100; 260,000 compounds, 0.37% hits;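 active = mean E-selectin-positive cell signal at least 10% of the positive control, reached in at least 60% of replicates, without over 20% cell loss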;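 also: in these data hits start at about 27%; measured in HUVEC primary endothelial cells; signal is the percent of cells scored E-selectin positive by PE staining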
Target sequence (P16581 whole entry, looked up): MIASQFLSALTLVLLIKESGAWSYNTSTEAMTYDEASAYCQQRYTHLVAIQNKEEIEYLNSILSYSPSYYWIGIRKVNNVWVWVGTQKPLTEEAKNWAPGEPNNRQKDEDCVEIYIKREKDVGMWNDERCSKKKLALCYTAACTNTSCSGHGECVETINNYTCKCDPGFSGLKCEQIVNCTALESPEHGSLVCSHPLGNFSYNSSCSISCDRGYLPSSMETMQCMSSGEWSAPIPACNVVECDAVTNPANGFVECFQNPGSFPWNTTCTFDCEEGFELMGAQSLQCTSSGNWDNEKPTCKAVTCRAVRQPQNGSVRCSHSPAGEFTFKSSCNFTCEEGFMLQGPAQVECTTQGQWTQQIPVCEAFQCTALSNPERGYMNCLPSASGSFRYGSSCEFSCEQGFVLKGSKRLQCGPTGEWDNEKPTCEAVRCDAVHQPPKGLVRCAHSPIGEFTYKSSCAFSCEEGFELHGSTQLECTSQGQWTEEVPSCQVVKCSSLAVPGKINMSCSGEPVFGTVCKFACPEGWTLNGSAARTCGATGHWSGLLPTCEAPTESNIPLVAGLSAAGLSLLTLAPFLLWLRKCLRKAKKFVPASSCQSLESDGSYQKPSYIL
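Assay system: HUVEC primary endothelial cells. Input: 3,000 HUVEC seeded per well. Doses: one compound dose added by pin transfer. Read-out basis: % PE-positive cells. Benchmarks: TNF-alpha high, DMSO low. Detection: immunofluorescence imaging. Buffer or medium: EGM-2, gelatin.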
RAD52 anneal inh – RAD52 DNA annealing inhibitors, primary screen, biochemical, FRET, single point, set 2. recombinant RAD52 DNA annealing, FRET fluorescence. inhibition, % at 18.7 µM. AID 651710, 2012. DNA repair protein RAD52 homolog (Homo sapiens), P43351. 360,000 compounds, 0.46% hits;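 active = every replicate showing at least 50% inhibition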
ERp5 inh – inhibitors of ERp5-driven insulin aggregation, primary screen, biochemical, turbidity, absorbance 650 nm, single point; inhibition, % at 9.99 µM; 350,000 compounds, 0.05% hits; 90 min;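 active = mean replicate inhibition above about 25%, with every replicate also reaching it, limit read from the data, passing the limit was not always enough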
Target sequence (Q15084 whole entry, looked up): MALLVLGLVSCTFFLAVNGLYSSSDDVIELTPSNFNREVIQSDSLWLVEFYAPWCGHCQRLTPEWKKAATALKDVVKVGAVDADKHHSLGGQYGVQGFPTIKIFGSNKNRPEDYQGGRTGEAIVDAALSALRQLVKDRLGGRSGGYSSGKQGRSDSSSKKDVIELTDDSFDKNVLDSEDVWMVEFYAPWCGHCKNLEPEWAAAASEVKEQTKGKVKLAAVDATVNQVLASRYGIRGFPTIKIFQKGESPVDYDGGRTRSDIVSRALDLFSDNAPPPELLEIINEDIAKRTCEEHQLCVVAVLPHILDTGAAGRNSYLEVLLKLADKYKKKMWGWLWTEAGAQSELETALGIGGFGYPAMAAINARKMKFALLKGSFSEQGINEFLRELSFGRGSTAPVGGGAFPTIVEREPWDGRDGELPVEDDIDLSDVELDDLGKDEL
PglD inh – C. jejuni PglD acetyltransferase inhibitors, primary screen, biochemical, DTNB colorimetric, single point; UDP-N-acetylbacillosamine N-acetyltransferase PglD (Campylobacter jejuni); purified PglD enzyme, DTNB colorimetric CoA detection; inhibition, % at 12.5 µM; 360,000 compounds, 0.098% hits; AID 602405, 2012; in the data active = inhibition above about 16%, passing the limit was not always enough; also: strong numbers were not always called active
esBAF inh – Bmi1 luciferase reporter increase in mESCs, primary screen, esBAF inhibitor project, mouse ES cells, Bmi1 luciferase knock-in, single point | 24 h; 100% = twice the neutral-well signal | reporter increase, % at 12.5 µM | 350,000 compounds, 2% hits; in the data active = activation above about 40%;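 also: 0% = median of the plate's neutral control wells and 100% = double that signal; a rise in the Bmi1 reporter signal indicates esBAF inhibition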
RAD54 branch – inhibitors of human RAD54 branch migration, primary screen, biochemical, fluorescence, single point; DNA repair and recombination protein RAD54-like (Homo sapiens), Q92698; RAD54 Holliday junction branch migration, FAM/BHQ fluorescence; inhibition, % at 10.4 µM; 360,000 compounds, 0.14% hits; AID 602329, 2012;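 active = mean normalized replicate activity at least 40 and at least half of replicates scoring 40 or more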;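 also: 0% = median of neutral control wells and 100% = median of positive control wells; inhibitors cause a drop in the FAM fluorescence signal; in these data hits start at about 50%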
ARNT TACC3 PPI – disruptors of ARNT/TACC3 protein interaction, primary screen, biochemical, AlphaScreen, single concentration. inhibition, % at 9.99 µM. AlphaScreen His-ARNT PAS-B/GST-TACC3 binding, luminescence; TACC3 fragment carries E629A point mutation. 390,000 compounds, 0.66% hits;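 active = mean inhibition of replicates at least 50% and at least half of replicates each reaching 50%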;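 also: 0% = complete ARNT plus TACC3 wells and 100% = ARNT alone without TACC3; many hits fall short of the cut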
Active calls of the source: *; nt = not tested or not shown; & = joins results of further samples. Not a hit list. About 3.2% of those tested had a hit in this group.

SMILES	CASP6 VEID inh	E-sel inducer	RAD52 anneal inh	ERp5 inh	PglD inh	esBAF inh	RAD54 branch	ARNT TACC3 PPI
O=C(CSc1nnc(C2CC2)n1-c1ccccc1)N1CCNC1=O	-1	-1.4	-3	2	-6	-2	-6	3
CC(C)NC(=O)N(C)C[C@H]1Oc2c(NC(=O)C3CCCCC3)cccc2C(=O)N([C@@H](C)CO)C[C@H]1C	-4	0.4	16	4	0	0	-10	-6
Cc1ccc(-c2nnc(SCC(=O)O)n2N)cc1	nt	nt	nt	nt	6	-6	8	-5
COc1cc(C)c(CN2CCC(Cc3ccccc3)CC2)cc1C	2	0.7	-7	5	-3	-9	6	6
Cc1cc2n(c(=O)c1C#N)CCCN2c1ccccc1	3	nt	-7	0	-4	2	10	-2
C[C@H](CO)N1C[C@H](C)[C@@H](CN(C)C(=O)Nc2ccccc2)Oc2ccc(NC(=O)Cn3cnnn3)cc2CC1=O	0	0.4	-9	-5	-1	-8	2	-3
COc1ccc(NC(=O)CN2C(=O)NC(c3ccccc3)(c3ccccc3)C2=O)cc1OC	0	nt	-20	5	1	6	-10	23
C/C=C(/C)C(=O)OC1Cc2c(ccc3ccc(=O)oc23)OC1(C)C (stereo unspecified)	3	nt	-21	4	-2	9	-1	0
O=C(O)c1ccccc1CSc1nc2ccccc2[nH]1	-2	0.4	-2	1	2	-6	-1	-1
O=C(C1CC1)N1CC[C@@H]2[C@H](CO)Nc3ccc(C4=CCCCC4)cc3[C@@H]21	4	0.1	25	-3	nt	nt	nt	nt

Copied from the list:
Cc1cc2n(c(=O)c1C#N)CCCN2c1ccccc1 in ARNT TACC3 PPI reads -2
C/C=C(/C)C(=O)OC1Cc2c(ccc3ccc(=O)oc23)OC1(C)C (stereo unspecified) in ARNT TACC3 PPI reads 0
CC(C)NC(=O)N(C)C[C@H]1Oc2c(NC(=O)C3CCCCC3)cccc2C(=O)N([C@@H](C)CO)C[C@H]1C in E-sel inducer reads 0.4

Other structures
SMILES	CASP6 VEID inh	E-sel inducer	RAD52 anneal inh	ERp5 inh	PglD inh	esBAF inh	RAD54 branch	ARNT TACC3 PPI
CCCc1ccc2oc(C(=O)NCCCN3CCOCC3)c(C)c2c1	-10	0.1	-18	-11	6	37	-11	-20
CCN(CC)CCNc1ccc(CO)c2sc3ccccc3c(=O)c12	7	0.3	54*	2	-9	10	100*	16
CCOC(=O)C1C(c2cccc(F)c2)NC(=S)NC1(O)C(F)(F)F (stereo unspecified)	nt	nt	nt	nt	3	-13	-3	-2
CN1CCN(C(=O)C[C@H]2C[C@H]3c4cc(NC(=O)Nc5ccccc5)ccc4O[C@H]3[C@H](CO)O2)CC1	nt	-0.2	nt	nt	9	-1	3	-5
Cc1ccccc1S(=O)(=O)N(C)C[C@@H]1OCc2cnnn2CCCC(=O)N([C@H](C)CO)C[C@@H]1C	0&-2	2.2&0.1	-7&3	1&5	0	2&3&3	-3	-4
C[C@@H]1CN([C@@H](C)CO)S(=O)(=O)c2ccc(Br)cc2O[C@@H]1CN(C)C(=O)c1ccncc1	-1&-1	-0.1&-0.2	-15&8	-3&5	4&-5	-5&3	2&0	3
Cc1ccccc1C(=O)Nc1cccc(C(=O)N/N=C/c2ccccn2)c1	4	0.1	-23	9	-6	4	-5	46*
N=C1/C(=C/c2ccc(-c3cccc(C(=O)O)c3)o2)C(=O)N=C2SC(CC(=O)N3CCOCC3)=NN12	31	3.9	-97	3	2	11	-20	nt
CCOC(=O)c1c(NC(=O)CC2SC(N)=NC2=O)sc2c1CCCC2 (stereo unspecified)	nt	nt	nt	nt	-6	-6	13	1
CCOC(=O)c1ccc(NC(=O)CNS(=O)(=O)c2ccccc2)cc1	nt	nt	nt	nt	1	2	-1	22
Cc1ccc(NC(=O)CCOc2ccccc2)cc1	-3	-0.3	-15	2	-5	56*	-5	14
CCc1ccc(N=C2NC(=O)CS2)cc1	-1	-0.1	-14	2	-8	-1	3	-6
COc1ccc(CCNC(=O)CSc2nc(=O)n3cc(C)ccc3n2)cc1OC	1	-1.1	-3	-3	-1	0	6	-2
C[C@@H]1CCCCO[C@H](CN(C)C(=O)CCCN(C)C)[C@@H](C)CN([C@@H](C)CO)C(=O)c2cc(NC(=O)C3CCCCC3)ccc2O1	0	-0.2	6	3	-1	-6	-4	-6
CC(=O)O[C@H]1C[C@@]2(C)[C@@H](C[C@@H](O)[C@H]3[C@@]4(C)CC[C@@H](O)[C@@H](C)[C@@H]4CC[C@@]32C)/C1=C(\CCC=C(C)C)C(=O)O	2&9	0.1&3.1	-1&-5	3&-1	0&4	1&-5	1&-1	-6&-2
CC(C)c1cc(C(=O)O)c2cnn(C(C)C)c2n1	-2	nt	-10	3	1	nt	0	23
CCC(=O)N1C[C@H]2[C@@H](c3ccccc31)[C@@H](CO)N2C(=O)Nc1ccccc1F	0	0.0	-3	-4	-1	-2	10	0
C[C@@H]1CCCCO[C@@H](CN(C)C(=O)CCCN(C)C)[C@H](C)CN([C@H](C)CO)C(=O)c2cc(NS(=O)(=O)c3cn(C)cn3)ccc2O1	-9	0.1	9	4	nt	nt	nt	nt
CCOc1ccc(-n2c(=O)c3sccc3n(CC(=O)NCCc3ccc(OC)c(OC)c3)c2=O)cc1	-1	-0.1	-20	3	-2	1	-2	-3
O=C(COc1ccc(C(=O)c2ccccc2)cc1)NCC(=O)Nc1ccccc1Br	0	nt	-20	1	nt	3	nt	1
COCCSc1nnc(NC(=O)Cc2ccc(OC)c(OC)c2)s1	1	0.5	-7	4	-5	-1	2	-1
CCOc1ccc(N(CC(=O)N2CCN(c3ccccc3)CC2)S(=O)(=O)c2c(C)noc2C)cc1	-2	nt	-23	7	2	-7	-7	-2
N#Cc1ccc(S(=O)(=O)N2CCN(c3ncccn3)CC2)cc1	0	-0.2	1	-1	nt	-1	nt	-7
Cc1ccccc1NC(=O)CC(=O)Nc1ccccc1C	-1	nt	-5	1	-5	-5	-22	-3
O=C(C[C@@H]1CC[C@@H]2[C@H](COC[C@@H](O)CN2C(=O)C2CCCC2)O1)NCc1ccncc1	-1	0.0	-14	-10	16	1	2	5
Cc1cc(Br)cc2c1N(C)C(=O)C2(c1ccc(O)cc1)c1ccc(O)cc1	2	-0.2	-1	3	3	nt	5	nt
COc1cc(C(=O)Oc2ccc(/C=N/NC(=O)c3ccncc3)cc2)cc(OC)c1OC	-2	-0.2	-4	11	-2	nt	-14	-8
Cc1ccc(C)c(N2CCN(CCCNC(=O)Cn3c(=O)c4cccn4c4cccnc43)CC2)c1	-1	nt	-39	2	1	1	1	1
CCc1ccn2cc(-c3ccc4c(c3)OCO4)nc2c1	0	15	-15	3	8	nt	9	6
CC1CN(C(=O)COC(=O)c2cc(S(N)(=O)=O)c(Cl)cc2Cl)CC(C)O1 (stereo unspecified)	nt	0.0	-14	1	-3	-1	2	7
O=C(COC(=O)Cc1n[nH]c(=O)c2ccccc12)NNC(=O)c1ccc(Br)cc1	0	5.5	-10	0	1	-2	3	-4
Clc1cccc(Nc2nc(N3CCOCC3)nc(N3CCOCC3)n2)c1	-3	2.1	7	-4	1	4	-21	-28
Cc1cccc([C@H](NC(=O)OC(C)(C)C)C(=O)OC(C)(C)C)c1	1	0.2	-4	-5	-4	3	-8	-1
COc1cc(C(=O)NC2=NCCS2)ccc1OCc1c(C)noc1C	nt	nt	nt	nt	-5	-4	-7	-1
C[C@H](CO)N1C[C@H](C)[C@H](CN(C)C(=O)Nc2ccc3c(c2)OCO3)Oc2ccc(NS(=O)(=O)c3ccccc3)cc2C1=O	-1	0.0	2	2	2	7	1	0
CC1CCCC(NC(=O)CN2C(=O)c3cccnc3Oc3ccc(Cl)cc32)C1C (stereo unspecified)	6	nt	-5	-7	-1	15	3	-4
Cc1noc(C)c1S(=O)(=O)Nc1ccc2c(c1)C(=O)N([C@H](C)CO)C[C@H](C)[C@H](CN(C)S(=O)(=O)c1ccc(F)cc1)OCCCC[C@@H](C)O2	2	-0.1	81*	9	0	7	-5	-2
CCN(CC(=O)Nc1c(F)cccc1F)C(=O)c1ccc(-c2ccc(C(C)=O)cc2)o1	0	nt	-30	4	4	28	-4	-2
C[C@H]1CN([C@@H](C)CO)C(=O)Cc2cc(NC(=O)Cn3cnnn3)ccc2O[C@H]1CN(C)S(=O)(=O)c1ccc(F)cc1	1	-0.2	7	0	2	2	-38	-1
COc1ccc(-n2cnc3sc(-c4ccccc4)cc3c2=O)cc1	nt	nt	nt	nt	1	34	2	-59
CCCCC(=O)N(C)c1c(CC)nc2c(OCc3ccccc3C)cccn12	2	-0.9	-4	1	0	9	2	nt
CS(=O)(=O)/C(C#N)=C/c1cccn1S(=O)(=O)c1ccc([N+](=O)[O-])cc1	nt	-0.2	-7	5	2	8	-9	nt
CCOc1cc(-c2ccccc2)nc2c1CN(S(=O)(=O)c1ccc(C)cc1)C(c1cccc(Cl)c1)C2 (stereo unspecified)	0	-0.3	-9	0	nt	nt	nt	nt
CN(C)/N=C/c1ccc(P(c2ccc(/C=N/N(C)C)o2)c2ccc(/C=N/N(C)C)o2)o1	0	nt	-23	14	-1	nt	6	17
COc1ccccc1NC(=O)CSc1ccc2nnc(CCNC(=O)c3ccccc3)n2n1	-1	0.8	-12	5	2	-1	-2	-29
CC1(C)CC[C@]2(C(=O)O)CC[C@]3(C)C(=CC[C@@H]4[C@@]5(C)CC[C@H](O[C@@H]6O[C@H](C(=O)O)[C@@H](O)[C@H](O[C@@H]7OC[C@H](O)[C@H](O)[C@H]7O)[C@H]6O)C(C)(C)[C@@H]5CC[C@]43C)[C@@H]2C1	7	1.7	-20	-1	3	-1	-3	30
O=C(NCC1CCOCC1)c1ccc2nc(Cc3cccc(Cl)c3)oc2c1	1	1.1	-10	3	5	46*	-6	nt
CC1CC(=O)N(CC(=O)Nc2ccc(F)cc2F)c2ccccc2S1(=O)=O (stereo unspecified)	0	nt	-16	3	2	1	-2	13
COc1cccc(-n2c(SCC(=O)NC3CCCCC3)nc3n[nH]c(C)c3c2=N)c1	nt	nt	nt	nt	0	-2	0	5
CCS(=O)(=O)N1CCC2(CC1)CN(CC1CCOCC1)[C@H](CO)c1c2c2ccc(OC)cc2n1C	-3	0.7	-464	9	nt	nt	nt	nt

Later entries
SMILES	CASP6 VEID inh	E-sel inducer	RAD52 anneal inh	ERp5 inh	PglD inh	esBAF inh	RAD54 branch	ARNT TACC3 PPI
COC(=O)C1=C(C)N(Cc2cccc(C(F)(F)F)c2)C(=NCC2CC2)NC1c1cccc(C(F)(F)F)c1 (stereo unspecified)	17	-0.1	-26	5	nt	nt	nt	nt
O=c1ccc(/C=C/c2ccccc2)nn1Cc1ccccc1	nt	nt	nt	nt	-7	-10	-12	-4
CCOc1ccc(N(CC(=O)NCCSc2ccccn2)S(C)(=O)=O)cc1	nt	nt	nt	nt	4	4	-5	-1
COc1ccccc1NC(=O)Cn1c(O)c(N=NC(=O)c2ccccc2O)c2ccccc21	3	1.4	-13	-4	-4	4	6	-9
COc1ccc(S(=O)(=O)N(C)C[C@H]2OCCCC[C@H](C)Oc3ccc(NS(=O)(=O)c4ccc(F)cc4)cc3C(=O)N([C@H](C)CO)C[C@@H]2C)cc1	2	-0.2	14	-1	0	6	-11	-12
O=C(C[C@H]1C=C[C@H](NC(=O)NC2CCCCC2)[C@@H](CO)O1)NCc1ccccc1	27	-0.7	4	1	3	3	-2	-13

Screening data as filed in PubChem.
